S2 tox: reduces viability in counter-screen for ATXN expression inhibitors. S2 cells (HEK-293 line with an ATXN2-luciferase reporter) viability, CellTiter-Fluor protease fluorescence, 24 h. Potency, µM (doses to about 56.7 µM), hits mostly cytotoxic. hit rate 0.49% among 400,000; note: potency is the fitted concentration of half-maximal effect; nearly all actives have a fitted effect of over 40% in size
KB-3-1 tox: KB-3-1 parental cell cytotoxicity | KB-3-1 viability, CellTiter-Glo ATP luminescence, 72 h | Potency, µM (titrated, usually from 46.1 µM), for inactives: top-dose activity change, negative = cytotoxic, hits mostly cytotoxic | hit rate 1.4% among 400,000; note: potency is the fitted concentration of half-maximal effect; % is set by controls: 0 for no effect and ±100 for the full control effect; nearly all actives have a fitted effect of over 60% in size
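Parental KB-3-1 viability, qHTS format: 72 h compound exposure, 37 °C; CellTiter-Glo; media-only wells and DMSO plates as controls; concentration-effect fits on corrected data.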
HT1080NT lethal: kills 2HG-producing HT-1080-NT fibrosarcoma cells | HT-1080-NT fibrosarcoma viability, CellTiter-Glo ATP luminescence, 48 h | Potency, µM (top dose mostly 46.1 µM), for the others: top-dose activity, negative = less viability, actives largely listed as cytotoxic | hit rate 1.6% among 360,000;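 note: NT is the 2HG producing partner of a matched IDH1 knockdown line; potency is the fitted concentration of half-maximal effect; 0% = DMSO-treated cells and -100% = media-only wells without cells; nearly all actives have a fitted effect of over 55% in size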
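Viability of the 2HG-overproducing fibrosarcoma line after 48 hours of compound exposure at 37 degrees C was determined by luminescence with CellTiter-Glo, and concentration-effect curves were then fitted and categorized.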
IL1B secr inh: inflammasome signaling inhibition, IL-1 beta readout. activity change, % at 57.5 µM. AID 743279. THP-1 LPS/ATP IL-1B secretion, AlphaLISA, 16 h; stronger effect = lower value. hit rate 4.7% among 360,000; in the data active = activity change below about -50%; inconclusive = mostly about -30% to -49%; note: % is set by controls: 0 for no effect and ±100 for the full control effect
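Secreted IL-1B measured by AlphaLISA bead assay after 16 h compound exposure of THP-1 cells; compounds (final up to 57.5 uM) added 1 h before LPS (250 ng/mL) and ATP (1.25 mM) stimulation; lower signal means less secretion.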
HT1080 IDH1KD tx: HT-1080 IDH1 knockdown cell toxicity (counter line) | AID 686971 | Potency, µM (series often up to 46.1 µM), for inactives: at the top dose activity, negative = toxicity, most hits filed as cytotoxic | HT-1080 IDH1 knockdown viability, ATP luminescence, 48 h | hit rate 2% among 360,000;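 note: potency is the fitted concentration of half-maximal effect; 0% = DMSO wells and -100% = cell-free medium wells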
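After a 2 h attachment period, IDH1KD HT-1080 cells took pin-transferred compound for 48 h at 37 °C; ATP-based luminescence after 10 min room-temperature reagent incubation reported viability.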
ATXN2 expr inh: reduces ATXN2 reporter expression in HEK-293 cells. HEK-293 ATXN2-luciferase reporter, luminescence, 24 h. Potency, µM (doses to about 57 µM), without a hit: at the highest dose activity change, negative = inhibition, hits mostly inhibitors. hit rate 0.72% among 360,000. AID 1745845; note: potency is the fitted concentration of half-maximal effect; % is set by controls: 0 for no effect and ±100 for the full control effect; nearly all actives have a fitted effect of over 55% in size
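qHTS (up to 57 uM final) was run with 24 h compound exposure of reporter cells at 37 °C. Each well was multiplexed: SteadyGlo luminescence measured ATXN2-luciferase expression after a fluorogenic Gly-Phe-AFC viability readout (25 uM final).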
MCF10A rereplic: DNA re-replication induction in MCF 10a cells; AID 624296; MCF 10A DNA re-replication, Hoechst nuclear intensity, 48 h; Potency, µM (highest dose often 46.1 µM), without a hit: at the highest dose activity, positive = re-replication, hits mostly activators; hit rate 2.9% among 350,000; note: potency is the fitted concentration of half-maximal effect; % of control where 0% means no effect; nearly all actives have a fitted effect of over 50% in size
SW480 rereplic: inducers of DNA re-replication in SW480 colon cancer cells. SW480 DNA re-replication, Hoechst DNA content imaging, 48 h. AID 624297. hit rate 1.8% among 340,000. Potency, µM (titrated, usually from 46.1 µM), inactives show top-dose re-replication activation, most hits filed as activators; note: potency is the fitted concentration of half-maximal effect; % of control where 0% means no effect; nearly all actives have a fitted effect of over 55% in size
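Per well, 250 cells were exposed to pinned compound for 48 hr. Nuclear DNA was visualised with Hoechst (40 min, 37 C) and total object intensity recorded by fluorescence scanning.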
KB-V1 cytotox: KB-V1 MDR subline cytotoxicity. Potency, µM (titrated, usually from 46.1 µM), for inactives: at the highest dose activity change, negative = cytotoxicity, actives largely listed as cytotoxic. hit rate 3.4% among 400,000. KB-V1 MDR cells viability, CellTiter-Glo, 72 h. AID 1347076; note: potency is the fitted concentration of half-maximal effect; % is set by controls: 0 for no effect and ±100 for the full control effect; nearly all actives have a fitted effect of over 60% in size
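Drug-selected KB-V1 cells, grown in DMEM lacking phenol red with 10% FBS, receive compound titrations; after three days at 37 degrees C, surviving cell ATP is quantified by CellTiter-Glo luminescence and responses normalized and curve-fitted.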
Active calls of the source: *; i = inactive; u = inconclusive; x = no result given; [ ] = dose if it differs, or a comment. Unless noted, calls come from the whole dose curve; as a rule, active = well fitted curve in the direction sought with a large enough effect; inconclusive = small, poorly fitted or top-dose-only effect, or another doubt; inactive = no such curve, though single readings can be large; an effect the other way counts as inactive or inconclusive.

Compound	S2 tox	KB-3-1 tox	HT1080NT lethal	IL1B secr inh	HT1080 IDH1KD tx	ATXN2 expr inh	MCF10A rereplic	SW480 rereplic	KB-V1 cytotox
COc1cc(OC)cc(C(=O)N2CCN(Cc3ccc4c(c3)OCO4)CC2)c1	i	1%	-1%	x	-1%	-14%	6%	-3%	3%
Cc1cc(=O)n(Cc2ccc(Cl)cc2)c2c1c(C)nn2-c1ccccc1	i	4%	x	x	x	9%	x	x	0%
Cc1ccc(S(=O)(=O)N/N=C/C(C)(C)CO)cc1	i	6%	16%	10	17%	3%	1%	-5%	u
O=C(N[C@@H](Cc1ccccc1)C(=O)OCc1ccccc1)c1ccco1	x	2%	9%	-3	0%	x	1%	3%	1%
CN(c1cccc(NC(=O)CSc2ccc(Cl)cc2)c1)S(C)(=O)=O	i	u	u	-14	u	-10%	-5%	2%	u
O=S(=O)(c1ccccc1)c1nc(-c2cccs2)oc1SCc1ccccc1F	i	4%	x	x	x	-4%	x	x	-8%
COc1ccc(NC(=O)c2c([N+](=O)[O-])c(C(C)(C)C)nn2C)cc1	i	-7%	-3%	-54*	-3%	0%	2%	1%	-1%
C[C@]12CC[C@H](OC(=O)CCC(=O)O)CC1=CCC1C2CC[C@@]2(C)C1CC[C@@H]2N (some centres undefined)	i	-4%	0%	-15	0%	5%	8%	-3%	-10%
CNc1nc2c(c(=O)n(C)c(=O)n2C)n1Cc1ccccc1	i	-22%	-2%	2	-15%	-23%	2%	-1%	-6%
O=C(NNC(=O)c1ccco1)c1cccc(Br)c1	i	-4%	11%	0	0%	3%	0%	-5%	7%
CCCCc1nnc(NC(=O)C2CC(=O)N(c3ccc4c(c3)OCCO4)C2)s1 (centres undefined)	i	17%	2%	34	8%	-18%	-4%	-1%	18%
CCOc1cc(C2C(C(=O)O)c3cc(OCC)c(OCC)cc3C(=O)N2C)ccc1O (centres undefined)	i	4%	-3%	35	0%	2%	-4%	-5%	10%
O=C(CSc1n[nH]c(-c2ccccc2)n1)NC(=O)NCc1ccco1	u	7%	3%	27	4%	-8%	7%	-7%	u
COC(=O)c1ccccc1C(=O)c1cccc2ccccc12	i	u	u	31	u	-15%	u	u	u
CC(C)(O)C#Cc1ccc(CN2CCN(Cc3ccccc3)C(CCO)C2)cc1 (centres undefined)	i	-13%	-6%	0	-12%	-6%	1%	-4%	u
CC(NC(=O)c1ccc(S(=O)(=O)Nc2ccccc2Cl)cc1)c1ccncc1 (centres undefined)	i	u	-2%	6	-3%	-1%	0%	-8%	-1%
Cc1ccc(C2=Nc3ccccc3N=C(c3ccc(F)cc3)C2)c(O)c1	i	1%	x	x	x	1%	x	x	5%
O=S1(=O)CCC(NC(=S)Nc2ccc(Cl)cc2)C1 (centres undefined)	i	17%	18%	-3	23%	7%	15%	-13%	26%
CCN1C(=NCC(C)C)N[C@@H](c2cccc(F)c2)C(C(=O)OC)=C1C	i	-5%	0%	-16	-3%	-4%	1%	-3%	-10%
Cc1nc2nc(-c3ccccc3)cc(=O)n2[nH]1	i	u	-15%	-1	-14%	-5%	3%	-4%	u
CCN(c1ccccc1)S(=O)(=O)c1ccc(NC(=O)c2cc(=O)c3cc(C)c(C)cc3o2)cc1	i	11%	x	x	x	12%	x	x	23%
Cc1cn([C@H]2C[C@H](O)[C@@H](CNC(=O)CNC(=O)CN)O2)c(=O)[nH]c1=O	i	-1%	2%	14	0%	10%	x	x	-7%
Nc1ncc2c(n1)-c1ccccc1CC2	i	24%	11%	-20	6%	26%	12%	-7%	-24%
O=C(COC(=O)C1CC2C=CC1C2)NCCc1ccccc1 (centres undefined)	i	1%	2%	u	17%	22%	-9%	-25%	-2%
CCOc1ccc(C(C(=O)NC2CCCCC2)N(C(=O)c2csnn2)C2CC2)cc1 (centres undefined)	i	-2%	-6%	0	-4%	-16%	-5%	-3%	-27%
C#CC[N+](C)(C)CC#Cc1ccc(C)cc1	i	12µM*	u	u	u	-24%	6%	-14%	-12%
COc1cccc(C(=O)OC(C)C(=O)Nc2ccc3c(c2)OCO3)c1 (centres undefined)	i	-3%	-8%	28	-5%	-9%	3%	-35%[inhibitor]	17%
Cc1ccsc1C(=O)NNC(=O)c1ccncc1	i	10%	-1%	-16	-12%	-2%	9%	-3%	1%
COc1ccc(-c2cc(C(F)(F)F)nc(SCCC(=O)Nc3ccc(OC)c(OC)c3)n2)cc1	i	-2%	x	x	x	-8%	x	x	0%
COc1cc(C(=O)Nc2ccc(C(=O)c3cccs3)cc2)cc(OC)c1OC	i	-3%	-19%	46	u	x	27%	-3%	-15%
C[C@H](CO)N1C[C@H](C)[C@H](CN(C)S(=O)(=O)c2ccccc2)Oc2c(NS(C)(=O)=O)cccc2C1=O	i	13%	11%	0	12%	3%	-7%	-2%	-10%
COC(=O)CNC(=O)c1ccc2c(c1)S(=O)(=O)c1ccccc1C2=O	i	19%	0%	-2	0%	-1%	-6%	-3%[9.22 µM]	16%
Clc1ccc(CN2CCN(c3ccccc3)CC2)cn1	i	0%	10%	10	2%	-24%	4%	-12%	-29%
[O-][n+]1onc2c1CCc1nnccc1-2	i	2%	2%	-5	21%	-21%	1%	-9%	0%
COc1ccc(-c2csc(C(C)(O)c3ccc(F)c(F)c3)n2)cc1OC (centres undefined)	i	0%	24%	0	1%	1%	x	x	5%
O=C(Nc1nncs1)c1ccccc1Br	i	20%	12%	0	12%	2%	-11%	3%	-7%
NS(=O)(=O)c1ccc(CCNC(=O)c2ccc3c(c2)N(Cc2ccccc2)CCS3)cc1	i	-3%	6%	22	6%	5%	-2%	-4%	8%
COc1ccc2nc(NC(=O)c3nc(SCc4cccc(C)c4)ncc3Cl)sc2c1	i	12%	x	x	x	14%	x	x	7%
O=C(O)C1CCN(C(=O)NC2CCCCC2)CC1	i	-7%	17%	18	17%	3%	1%	0%	-2%
C/C(=N\NC(=S)Nc1ccccc1C)C1Cc2ccccc2C(=O)O1 (centres undefined)	i	u	-10%	1	-20%	1%	-4%	3%	-7%
CCN(C(=O)c1cc2c(=O)oc3ccc(C)cc3c2s1)c1ccccc1C	i	8%	x	x	x	-3%	x	x	-6%
CCOC(=O)c1ccc(NC(=O)CSc2nc3ccccc3c(=O)n2CCNC(C)=O)cc1	i	-2%	x	x	x	-1%	x	x	-20%
O=C(Cn1c(=O)oc2ccccc21)Nc1ccc(F)cc1	i	12%	7%	-1	2%	-6%	-14%	-4%	27%
COc1cc(OC)nc(NC(=O)CS(=O)(=O)c2ccccc2)n1	i	2%	13%	18	-4%	-9%	u	-6%	u
CCCCn1c(N)c(N(CCOC)C(=O)COC(=O)c2cc(CCC)c(C)s2)c(=O)[nH]c1=O	i	-17%	7%	-4	10%	7%	0%	-6%	6%
Cc1c(NC(=O)C(C)OC(=O)COc2ccc(C#N)cc2)c(=O)n(-c2ccccc2)n1C (centres undefined)	i	-1%	-5%	3	-6%	-8%	4%	-1%	5%
CC(=O)Nc1ccc(C(=O)N2CC(=O)NC(=O)C2)cc1	i	9%	u	x	18%	8%	-10%	-1%	-3%
O=C(O)c1ccc(OCCCOc2ccc(C(=O)O)cc2)cc1	i	x	x	x	x	14%	-1%	-1%	x

One compound at a time, from the list above:
CCN(C(=O)c1cc2c(=O)oc3ccc(C)cc3c2s1)c1ccccc1C is entered as S2 tox = i; KB-3-1 tox = 8%; HT1080NT lethal = x; IL1B secr inh = x; HT1080 IDH1KD tx = x; ATXN2 expr inh = -3%; MCF10A rereplic = x; SW480 rereplic = x; KB-V1 cytotox = -6%
COc1cc(OC)nc(NC(=O)CS(=O)(=O)c2ccccc2)n1 is entered as S2 tox = i; KB-3-1 tox = 2%; HT1080NT lethal = 13%; IL1B secr inh = 18; HT1080 IDH1KD tx = -4%; ATXN2 expr inh = -9%; MCF10A rereplic = u; SW480 rereplic = -6%; KB-V1 cytotox = u

Later entries.
Compound	S2 tox	KB-3-1 tox	HT1080NT lethal	IL1B secr inh	HT1080 IDH1KD tx	ATXN2 expr inh	MCF10A rereplic	SW480 rereplic	KB-V1 cytotox
Cc1ccc(S(=O)(=O)N2CCN(c3cc4c(cc3[N+](=O)[O-])n(C)c(=O)n4C)CC2)cc1	i	-5%	-6%	-27	0%	-24%	19%	-11%	-6%
Cc1ccc(S(=O)c2ccc(NC(=O)C3CC3)cc2C#N)cc1 (centres undefined)	i	u	-11%	15	-22%	-11%	-9%	-13%	u
CC1(C)NC(=O)N(CC(=O)OCC(=O)Nc2sccc2C#N)C1=O	i	1%	1%	17	5%	x	-11%	-56%[inhibitor]	4%
O=C(NCc1ccccc1)c1cc(C2CCCCN2S(=O)(=O)c2cccc3cccnc23)on1 (centres undefined)	i	-2%	1%	15	u	11%	x	x	-22%
CC(=O)Nc1ccc(S(=O)(=O)NCCCN2CCOCC2)cc1	i	-6%	19%	6	17%	-13%	-17%	-19%	13%
O=[N+]([O-])CC(c1ccccc1)P(=O)(c1ccccc1)c1ccccc1 (centres undefined)	u	10%	-1%	4	-2%	-2%	4%	-3%	0%
CCOc1ccc2c(c1)C(N(CCN1CCOCC1)C(=O)Nc1ccc(OC)cc1OC)CC(C)(C)O2 (centres undefined)	i	-5%	2%	-19	1%	x	13%	-26%	u
O=C(NCc1ccccn1)c1ccc(=O)oc1	i	-5%	18%	-20	-2%	-1%	-191%[0.0737 µM]	u	-8%
CCOC(=O)C(CCCP(=O)(c1ccccc1)c1ccccc1)(NC(C)=O)C(=O)OCC	i	-4%	12%	-11	18%	9%	4%	1%	-4%
COC(=O)C(CC(C)C)NC(=O)c1cc(OC)c(OC)c(OC)c1 (centres undefined)	i	1%	-8%	46	-8%	13%	7%	1%	-22%
Cn1c(SCc2c(F)cccc2Cl)nc2c(c1=O)SCC2	i	0%	-23%	-59*	-6%	-29%	u	2%	u
O=S1(=O)CCOC[C@H](Cc2ccccc2)N1Cc1ccccc1Br	i	u	-1%	-7	1%	-12%	12%	2%	u

Rows are unselected; 11% or so of the library scored in one or more.
